NADH enzymes – inhibitors of PK/LDH coupling enzymes, profiling panel, artefact control, biochemical, MLSMR library | 65,000 tested, 0.02% active | IC50, µM (highest dose often 10 µM), for the others: at the highest dose inhibition | coupled PK/LDH NADH assays, four targets;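 active = single-dose screening hits from any of four coupled enzyme assays that gave an IC50 when retested across doses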;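 note: the DPM-DC format reads NADH fluorescence rather than 340 nm absorbance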
HEK293 NFkB inh – inhibitors of PMA/ionomycin-induced NF-kB reporter, primary screen, antigen receptor NF-kB inhibitor project, cell-based, HEK-293 luciferase reporter, luminescence | HEK-293 NF-kB luciferase reporter | inhibition, % at 3 µM | 62,000 tested, 0.21% active | AID 465, 2006;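 active = inhibition above the mean of all tested compounds plus 3 SD, cut at about 40% in these data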;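 note: 0% = stimulated DMSO wells and 100% = 10 µM reference inhibitor 5653914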
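Signal: luciferase luminescence; Material: HEK-293 cells with stable firefly luciferase reporter driven by four HIV NF-kB elements; Probe or stimulus: PMA with ionomycin; Replication: tested once; Times: 1 h compound pretreatment, then 16 h stimulation at 37 °C, 5% CO2; Benchmarks: DMSO and 10 µM reference inhibitor; Evaluation: per-plate % inhibition versus controls.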
TNAP act mid DEA – human TNAP enzyme activators, primary screen, biochemical, luminescent, intermediate phosphate acceptor level; Alkaline phosphatase, tissue-nonspecific isozyme (Homo sapiens), P05186; AID 813, 2007; activation factor at 20 µM; purified TNAP, CDP-star luminescence, 100 mM DEA, 30 min; stronger effect = higher value; scale: 0 levamisole-inhibited, 1 vehicle-only enzyme; 64,000 tested, under 10 active;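 active = activation factor of at least 2 at 20 µM, relative to controls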
Jurkat tox 60K – cytotoxicity toward Jurkat T cells, primary screen, cytotoxicity control, cell-based, Jurkat E6.1, 60K MLSMR library; Jurkat E6.1 viability, ATP luminescence, 48 h; 56,000 tested, 1.2% active; inhibition, % at 4 µM;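 active = inhibition above the mean inhibition of all tested compounds plus 3 SD, cut at about 28% in these data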
tolC growth inh – growth inhibitors of E. coli tolC mutant, primary screen, strain BW25113 ΔtolC::kan, 384-well. OD615. growth inhibition, % at 10 µM (by protocol). 65,000 tested, 2.2% active. AID 573, 2007;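 active = growth inhibition at or above a cutoff equal to the mean over every tested compound plus 3 SD, cut at about 60% in these data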;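 note: growth measured after 20 h incubation at 37 °C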
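Signal: optical density read at 615 nm; Assay system: E. coli ΔtolC::kan strain BW25113; Times: 20 h incubation with compound, 37 °C; Dosing: 10 µM final, single dose.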
SF-1 act – activators of human SF-1, primary screen, cell-based, CHO-K1, Gal4-SF-1 LBD, luciferase luminescence. CHO-K1 Gal4-SF-1 LBD luciferase reporter; % increase over DMSO SF-1-specific signal. 65,000 tested, 1.9% active. activation, % at 10 µM. Steroidogenic factor 1 (Homo sapiens), Q13285. AID 522, 2006;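 active = activation above the mean activation of all tested compounds plus 3 SD, cut at about 50% in these data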
Target sequence (Q13285 whole entry, looked up, the tested form may be a part): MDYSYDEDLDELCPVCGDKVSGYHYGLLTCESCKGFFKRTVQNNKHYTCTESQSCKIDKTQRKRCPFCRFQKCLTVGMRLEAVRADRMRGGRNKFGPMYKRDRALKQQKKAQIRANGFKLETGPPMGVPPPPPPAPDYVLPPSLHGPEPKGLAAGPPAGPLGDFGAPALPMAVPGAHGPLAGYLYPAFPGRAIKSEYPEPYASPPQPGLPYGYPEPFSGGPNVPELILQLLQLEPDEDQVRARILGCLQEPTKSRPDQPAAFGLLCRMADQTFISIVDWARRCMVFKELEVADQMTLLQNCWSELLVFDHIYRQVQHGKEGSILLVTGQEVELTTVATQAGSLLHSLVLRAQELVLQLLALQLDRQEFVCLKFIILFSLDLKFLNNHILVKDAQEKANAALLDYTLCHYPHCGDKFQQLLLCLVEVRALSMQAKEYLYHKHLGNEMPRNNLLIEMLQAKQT
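Test system: CHO-K1 cells co-transfected with Gal4 DBD–human SF-1 LBD, 5xGal4 luciferase reporter. Quantity: 4,000 cells per well. Compound: 10 µM only. Incubation: compound added 1 h post-seeding, 20 h exposure at 37 °C, 5% CO2. Detection: SteadyLite luciferase luminescence. Replication: one test per compound.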
M1 ag – M1 muscarinic receptor agonists, primary screen, CHO-M1 cells, Fluo-4 calcium, agonist mode. B-score at 10 µM. Muscarinic acetylcholine receptor M1. Fluo-4 calcium fluorescence; stronger effect = higher value. 64,000 tested, 3% active;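 active = fluorescence rise, raw or as B-score row- and column-corrected plate score, outside the 99.7% band of its plate's samples, either direction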
D1 allo mod – D1 CRE-luciferase signal change, two-sided – cell-based, HEK293 D1, dopamine EC30, D1 allosteric modulator project, primary screen; 58,000 tested, 5.9% active; dopamine EC30 potentiation; actives deviate in either direction; B-score at 10 µM; D(1A) dopamine receptor (Homo sapiens), P21728;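 active = luminescence count or its row- and column-corrected plate score outside the 99.7% band of the plate's sample wells, on either side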
M1 antagonist – antagonists of rat M1 muscarinic receptor; AID 628, 2007; B-score at 10 µM; CHO-M1 cells, Fluo-4 calcium, ACh EC80 antagonist mode; stronger effect = lower value; 64,000 tested, 3.4% active; Muscarinic acetylcholine receptor M1 (Rattus norvegicus), P08482;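 active = calcium fluorescence response, raw or row-and-column corrected B-score, differing from the plate sample mean either way at a set confidence level, mostly lower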
Target sequence (P08482 whole entry, looked up): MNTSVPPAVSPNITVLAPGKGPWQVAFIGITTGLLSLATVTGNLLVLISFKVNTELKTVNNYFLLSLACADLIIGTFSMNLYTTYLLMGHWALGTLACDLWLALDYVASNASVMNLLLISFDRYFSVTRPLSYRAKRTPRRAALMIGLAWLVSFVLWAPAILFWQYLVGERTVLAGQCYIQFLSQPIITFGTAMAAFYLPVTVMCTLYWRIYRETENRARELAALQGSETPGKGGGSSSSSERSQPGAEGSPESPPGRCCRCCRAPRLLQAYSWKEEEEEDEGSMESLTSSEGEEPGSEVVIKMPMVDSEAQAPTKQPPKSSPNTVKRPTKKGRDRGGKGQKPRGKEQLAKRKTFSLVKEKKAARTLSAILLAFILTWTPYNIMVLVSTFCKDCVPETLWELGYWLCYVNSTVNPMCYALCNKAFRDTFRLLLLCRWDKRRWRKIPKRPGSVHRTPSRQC
The depositor's hits bear a star; . = not tested or not shown; [ ] = dose if it differs, or a comment.

SMILES	NADH enzymes	HEK293 NFkB inh	TNAP act mid DEA	Jurkat tox 60K	tolC growth inh	SF-1 act	M1 ag	D1 allo mod	M1 antagonist
CC(=O)Nc1cc(S(=O)(=O)C(F)(F)F)ccc1Cl	1%	12	0.9	0	-8	-6	0.72	0.022	0.18
CC(C)c1ccc(C(O)c2cnc(C(C)C)n2C)cc1 (configuration not stated)	2%	5	0.8	9	-8	-16	-1.3	-0.92	-0.29
CCNc1oc(COc2ccccc2F)nc1C#N	5%	1	0.9	.	-9	32	1	2.6	0.22
Nc1n[nH]c(S(=O)(=O)CCCc2ccccc2)n1	3%	0	0.9	4	-26	-8	0.003	.	0.03
Cc1ccc(-c2nc(C#N)c(NCc3ccco3)o2)cc1	10%[fluoresces]	1	0.9	8	-7	6	-0.014	1.7	0.05
COc1ccccc1Oc1ccc(S(=O)(=O)N2CCOCC2)cc1S(=O)(=O)N1CCOCC1	5%	3	0.9	-2	6	4	0.04	-0.26	0.49
C=CCn1c(SCc2ccc(C#N)cc2)nnc1-c1cccc(OC)c1	2%	7	0.9	1	5	-4	-0.25	.	-1.2
CCNc1ccc2c(Cl)cc(=O)oc2c1	1%[fluoresces]	16	0.8	5	-6	7	-0.06	0.59	-0.6
COc1ccc(OC)c(C2CC(=O)Nc3cc(OC)c(OC)c(OC)c32)c1 (configuration not stated)	6%	29	0.9	.	-17	-7	0.35	.	-0.22
O=C1CC(c2ccc(F)cc2)Cc2nc(N3CCc4ccccc43)ncc21 (configuration not stated)	13%[fluoresces]	8	0.9	-2	-13	8	-0.22	-0.7	-0.43
Cc1ccc(NC(=O)CN2CC(C)SC2=NC2CCCCC2)cc1 (configuration not stated)	5%	4	0.8	2	10	-9	-0.75	-0.021	-0.57
CC(C)Oc1ccc(C(=O)Nc2ccc(N3CCCC3)cc2)cc1	2%	6	0.9	8	22	-22	-0.018	-0.78	-2.1*
O=c1cc(O)nc(SCc2ccccc2)[nH]1	4%	10	0.9	-2	6	-3	-0.84	0.35	0.18
Cc1nn2c(=O)cc(CSc3nc4ccccc4[nH]3)nc2s1	4%	12	1	-8	-12	-7	-0.2	0.5	-0.01
CNC(=O)c1cc2cc(OC)ccc2n1CCN(C)C	19%	-2	0.9	8	-5	12	0.27	0.73	0.057
CCOCCCn1c(C)nc2c(c1=O)c1nc3ccccc3nc1n2CCC1=CCCCC1	11%	22	0.9	-5	31	3	-1.3	0.47	-0.56
O=c1cc(-c2ccccc2)[nH]c2nc3ccccc3n12	3%[fluoresces]	-10	0.7	47*	4	3	0.45	-6.5*	0.3
COc1ccc(C(=O)COC(=O)c2ccc(OC)c(OC)c2)cc1OC	0%	1	0.9	3	-1	-9	-0.41	2.8	0.04
O=C(CCn1c(=O)sc2ccccc21)NCc1ccccc1	7%	12	1	-5	0	-3	-0.034	-0.41	0.2
COc1ccc(CCNC(=O)Cc2cc(=O)[nH]c(=O)[nH]2)cc1OC	4%	10	0.9	2	0	-23	-2	-0.027	-1.6

Given with values under each structure: 4 of the compounds above.
Sequence of screens: NADH enzymes	HEK293 NFkB inh	TNAP act mid DEA	Jurkat tox 60K	tolC growth inh	SF-1 act	M1 ag	D1 allo mod	M1 antagonist
> Nc1n[nH]c(S(=O)(=O)CCCc2ccccc2)n1
  3%	0	0.9	4	-26	-8	0.003	.	0.03
> Cc1ccc(-c2nc(C#N)c(NCc3ccco3)o2)cc1
  10%[fluoresces]	1	0.9	8	-7	6	-0.014	1.7	0.05
> COc1ccccc1Oc1ccc(S(=O)(=O)N2CCOCC2)cc1S(=O)(=O)N1CCOCC1
  5%	3	0.9	-2	6	4	0.04	-0.26	0.49
> C=CCn1c(SCc2ccc(C#N)cc2)nnc1-c1cccc(OC)c1
  2%	7	0.9	1	5	-4	-0.25	.	-1.2

The listing picks up with the 5 entries that preceded the break.
SMILES	NADH enzymes	HEK293 NFkB inh	TNAP act mid DEA	Jurkat tox 60K	tolC growth inh	SF-1 act	M1 ag	D1 allo mod	M1 antagonist
CCOCCCn1c(C)nc2c(c1=O)c1nc3ccccc3nc1n2CCC1=CCCCC1	11%	22	0.9	-5	31	3	-1.3	0.47	-0.56
O=c1cc(-c2ccccc2)[nH]c2nc3ccccc3n12	3%[fluoresces]	-10	0.7	47*	4	3	0.45	-6.5*	0.3
COc1ccc(C(=O)COC(=O)c2ccc(OC)c(OC)c2)cc1OC	0%	1	0.9	3	-1	-9	-0.41	2.8	0.04
O=C(CCn1c(=O)sc2ccccc21)NCc1ccccc1	7%	12	1	-5	0	-3	-0.034	-0.41	0.2
COc1ccc(CCNC(=O)Cc2cc(=O)[nH]c(=O)[nH]2)cc1OC	4%	10	0.9	2	0	-23	-2	-0.027	-1.6
CCOC(=O)c1c(C)n(C)c2ccc(OC)c(NC(=O)CN3CCC4(CC3)OCCO4)c12	2%	.	0.9	.	15	-5	-0.42	2.2	-0.0047
CCCSc1ncnc2c1oc1ccccc12	9%	3	0.9	-1	-3	9	-1.5	3.1	-0.046
COc1cccc(NC(=O)CSC2=C(C#N)C(c3ccco3)C3=C(CCCC3=O)N2)c1 (configuration not stated)	4%	.	0.9	.	9	5	0.43	.	-0.008
N#CC1=C(N)NC(SCC(=O)O)=C(C#N)C12CCCC2	13%	3	0.9	-3	-8	3	-0.81	-0.8	0.11
Clc1cccc(-c2ccc(/C=N/n3cnnc3)o2)c1	3716µM*	14	0.9	-6	-5	10	-0.59	-5.1*	0.0013
CCc1nnc(NC(=O)c2ccc(S(=O)(=O)N(CC)CC)cc2)s1	1%	8	0.9	1	4	22	-1	0.18	-0.54
Cc1ccc(CNc2ccc(N3CCOCC3)cc2)s1	7%	-33	1.1	0	-5	29	-0.56	-2.4	0.011
COc1ccccc1NC(=O)C1=C(C)NC(=O)NC1c1cccc(OC)c1OC (configuration not stated)	4%	9	1	5	4	1	-1.3	0.48	-0.073
Nc1ncc(-c2ccccc2)n1CC1CCCO1 (configuration not stated)	0%	5	0.9	11	-2	-7	0.37	-2	0.31
Cc1ccc(-n2ncc3c2ncn2c(C)nnc32)cc1C	6%	-45	0.4	-11	-10	21	-0.41	-2.1	0.17
Cn1c(=O)c2c(nc(NCCCO)n2Cc2cccc(Br)c2)n(C)c1=O	2%	22	0.8	23	8	-17	-0.1	0.35	0.087
CC1CCN(C(=O)c2scc3c2OCCO3)CC1	8%	9	0.9	-2	-8	-12	-0.31	-1.2	0.11
Cc1ccc(-c2cn3c(=S)[nH]nc3s2)cc1	46%	7	0.8	7	-3	-7	-0.48	.	0.16
COc1ccccc1C1C(C(=O)c2sc(C)nc2C)=C(O)C(=O)N1CCN1CCOCC1 (configuration not stated)	7%	6	0.9	-7	-14	2	-0.3	-0.23	-0.68
O=c1cc(CSc2nnc(-c3cccs3)n2Cc2ccccc2)nc2sc3ccccc3n12	5%	23	0.9	71*	45	17	4.2*	-1.5	-0.36
O=C(Nc1ccc2c(c1)nc1n2CCCCC1)c1cc(S(=O)(=O)N2CCOCC2)ccc1Cl	4%	16	1	34*	1	6	0.62	-1.8	-0.7
CCCCn1c(SCC(=O)c2ccc3c(c2)OCCO3)nnc1-c1ccoc1C	8%	14	0.9	-2	34	10	-0.93	-0.1	-0.078
CC(C)(C)NC(=O)C(c1ccncc1)N(C(=O)CNC(=O)c1ccco1)c1ccc2c(c1)OCO2 (configuration not stated)	9%	1	1	0	-18	-12	-0.44	1.5	0
CNC(=O)CN(C)S(=O)(=O)c1ccc(OC)c(Cl)c1	8%	10	0.9	-6	-12	24	-0.52	1.3	0.76
O=C(Cn1c(=O)[nH]c2ccsc2c1=O)NC1CCCCCC1	12%	10	0.9	.	9	8	0.29	-0.075	0.66
Cc1nc2cc(NC(=O)NCc3ccc4c(c3)OCO4)ccc2o1	9%	6	1	2	14	5	0	-0.81	-0.025
O=c1c2c3c(sc2nc2n1CCCS2)CCCC3	2%	.	1	.	14	71*	0.94	.	0.074
Cc1cc(N2CCOCC2)c2c(N)c(C)cc(C)c2n1	1%	9	1	-7	-8	-1	-0.47	-0.48	-0.22
O=S(=O)(c1ccc2c(c1)C(=NO)c1cc(S(=O)(=O)N3CCCCC3)ccc1-2)N1CCCCC1	6%	0	0.9	0	19	-96	-1.3	0.57	-0.48
CC(C)OCCCn1c(-c2ccco2)nc2nc3ccccc3nc21	8%[fluoresces]	2	1	8	30	-6	2.6	0.78	-0.32
CCOc1ccc(OCc2cccc(C(=O)N3CCCC3)c2)cc1	2%	-3	0.9	-1	12	-14	1.3	-3.9*	0.33
Cc1c(NC(=O)CCCCCN2C(=O)C3C4C=CC(C4)C3C2=O)c(=O)n(-c2ccccc2)n1C (configuration not stated)	8%	21	0.9	0	-3	11	-0.71	0.49	-0.14
Cc1ccc(S(=O)(=O)NC(=O)Nc2cc(C)ccc2F)cc1	4%	10	0.9	-5	-17	-4	0.13	0.0019	-0.39
Cc1ccccc1-c1ccc(Nc2ccc(C(=O)N3CCOCC3)cc2)nn1	8%	9	0.9	.	9	-6	1.9	.	0.43
Cc1nn(-c2cccc(C(F)(F)F)c2)c(Cl)c1/C=N/n1cnnc1	3%	16	0.9	.	4	-1	-0.26	-1.1	-0.27
COc1ccccc1Nc1ccc(C(=O)NC2CCCCC2)cn1	4%	3	0.8	4	3	12	0.066	.	-0.024
COc1ccc(NC(=O)c2coc3ccccc23)cc1OC	14%	-11	0.9	1	-3	5	-0.98	-0.78	-0.86
CCCc1nc(S(=O)(=O)Cc2ccc(Cl)cc2Cl)n[nH]1	5%	13	0.6	-8	6	-4	0.67	-1.6	-0.31
Cc1cc(C(F)F)n2nc(C(=O)Nc3cccc(C(F)(F)F)c3)nc2n1	4%	1	0.9	-1	5	5	0.07	-0.53	0.018
O=C(Nc1nc2ccccc2s1)C1CCCO1 (configuration not stated)	5%	-26	1	0	0	59*	-0.14	-1.6	-0.19
CCCCOC(=O)c1ccc(NC(=O)c2ccoc2C)cc1	0%	-4	0.9	13	13	44	-2.7	0.093	0.21

Screening data from PubChem.
